mHTT CaM bind = inhibitors of human mutant huntingtin-calmodulin interaction | inhibition, % at 15 µM | AlphaScreen His-mHTT/GST-CaM binding, luminescence | actives 3.6% (n = 190,000);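 note: 0% = both proteins with DMSO and 100% = one protein alone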
Pf apPOL inh = Pf-apPOL DNA polymerase inhibition; Recombinant Pf-apPOL, molecular beacon fluorescence, 1.5 h; inhibition, % at 10 µM; actives 0.25% (n = 210,000); AID 1794808
An asterisk follows results filed as active; . = no result given; & = joins results of further samples. Cut-off read from the data, not from the text of the source: active = inhibition above about 50%; inactive = the rest.

Sample of the layout, five compounds:
SMILES | mHTT CaM bind | Pf apPOL inh
CN(C)c1ccc(N2C(=O)c3ccccc3NC2c2ccc3c(c2)OCO3)cc1 (stereo not drawn) | 6&0 | 6&1
CC(=O)C1=C(O)C(=O)N(CCc2ccccc2)C1c1ccc([N+](=O)[O-])cc1 (stereo not drawn) | 8 | -1
O=C(CCSc1ccccc1)N1CCN(CC(O)c2cccs2)CC1 (stereo not drawn) | -19 | -2
COc1cccc(-c2cc(=O)c3cc(NC(=O)c4ccccc4)ccc3[nH]2)c1 | -4 | -6
CC(C)CC(=O)N1CCCC(COc2ccc(C(=O)NC(C)C)cc2)C1 (stereo not drawn) | 10 | -5

The list itself, repeating the preview:
SMILES | mHTT CaM bind | Pf apPOL inh
CN(C)c1ccc(N2C(=O)c3ccccc3NC2c2ccc3c(c2)OCO3)cc1 (stereo not drawn) | 6&0 | 6&1
CC(=O)C1=C(O)C(=O)N(CCc2ccccc2)C1c1ccc([N+](=O)[O-])cc1 (stereo not drawn) | 8 | -1
O=C(CCSc1ccccc1)N1CCN(CC(O)c2cccs2)CC1 (stereo not drawn) | -19 | -2
COc1cccc(-c2cc(=O)c3cc(NC(=O)c4ccccc4)ccc3[nH]2)c1 | -4 | -6
CC(C)CC(=O)N1CCCC(COc2ccc(C(=O)NC(C)C)cc2)C1 (stereo not drawn) | 10 | -5
COc1cccc(CC(=O)N2CCC(Nc3nccnc3OC)CC2)c1 | 2 | -1
CCC(=O)N1c2ccccc2-c2nnc(SC)nc2OC1c1ccc(C(=O)O)cc1 (stereo not drawn) | 0 | -6
S=c1[nH]ccn1-c1ccccc1 | -4 | .
CCn1cc(CN2CCC(Nc3ncnc4c3CCC4)CC2)cn1 | -9 | 2
O=C1CC(C(=O)NC2CCCCC2)(c2ccccc2F)N1Cc1ccc(F)cc1 (stereo not drawn) | 19 | -5
CCOC(=O)c1c(NC(=O)c2ccc(F)cc2)c2cc([N+](=O)[O-])ccc2n1C | . | 5
O=c1[nH]c(=O)n(C2OC(CO)C(O)C2O)cc1CO (stereo not drawn) | -4 | .
Cc1ccc(N2CC(C(=O)Nc3ccc(N(C)C)cc3)CC2=O)cc1Cl (stereo not drawn) | 0 | -1
CC(O)(CNC(=O)C(=O)Nc1ccc(F)c(Cl)c1)c1ccccc1 (stereo not drawn) | -18 | -6
CCn1ccc2sc(C)c(C(=O)NCc3ccccc3C)c2c1=O | 0 | -2
OCC1OC(Oc2c[nH]c3ccccc23)C(O)C(O)C1O (stereo not drawn) | . | -4
CC1CCN(c2ccc(-c3noc(C(=O)NC4CCCC4)n3)cc2)CC1 | -10 | 2
CCCCCCCCNS(=O)(=O)/C=C/c1ccccc1CNC(=O)OC(C)(C)C | -11 | -3
O=S(=O)(c1cccnc1)N1CCCn2nc(-c3ccc(F)cc3)cc2C1 | -1 | -6
COc1ccc(CCNC(=O)C2CCN(C(=O)c3ccc(F)cc3)CC2)cc1OC | 3 | -9
CSc1nc(C(=O)O)cc(=O)[nH]1 | . | -13
O=S1(=O)N[C@@H](Cc2ccccc2)COc2cccc(N3CCC[C@H]3CO)c21 | -5 | -11
COc1cc(NC(=O)COc2cccc(C(F)(F)F)c2)ncn1 | -15 | -3
O=C(Nc1ccc(Br)cc1)C(=O)NC1CC1 | -3 | 2
Cc1onc(-c2ccccc2Cl)c1C(=O)N(CC#N)CC#N | 6 | 0
COc1ccc(C2=N/C(=C\C(C)=C\c3ccccc3)C(=O)O2)cc1[N+](=O)[O-] | 14 | 4
O=[N+]([O-])c1cccc(CNC2CCCCCC2)c1 | 5 | -1
OC(COC12CC3CC(CC(C3)C1)C2)CN1CCN(c2cccc(C(F)(F)F)c2)CC1 (stereo not drawn) | 26 | -8
Clc1ccc2c(c1)C1OCCC1C(c1ccco1)N2 (stereo not drawn) | -3 | .
CC(=O)NC1=NN(c2ccccc2)C(=O)C1 | 2 | 7

Three entries from above, as comma-separated lines.
Compound,mHTT CaM bind,Pf apPOL inh
Clc1ccc2c(c1)C1OCCC1C(c1ccco1)N2 (stereo not drawn),-3,.
O=S(=O)(c1cccnc1)N1CCCn2nc(-c3ccc(F)cc3)cc2C1,-1,-6
CCCCCCCCNS(=O)(=O)/C=C/c1ccccc1CNC(=O)OC(C)(C)C,-11,-3

The list continues.
SMILES | mHTT CaM bind | Pf apPOL inh
COc1cccc(N2CCN(C(=O)c3noc4c3CCCC4)CC2)c1 | 1 | -3
Cc1cc2c(c(=O)[nH]1)C(=O)O/C2=C\c1ccc(I)o1 | 36 | -4
CC(=O)c1cccc(NC(=O)CSc2nc(C)cc(C)n2)c1 | -5 | 0
CC(N=C(NC#N)Nc1ccncc1)C(C)(C)C (stereo not drawn) | . | -3
Cc1cc(Cl)ccc1NS(=O)(=O)c1ccc([N+](=O)[O-])cc1 | 4 | 2
Cc1ccc(S(=O)(=O)N(CCC#N)C2CCCCC2)cc1 | -12 | 0
O=C(C1=NN(Cc2ccccc2)c2ccccc2S1(=O)=O)N1CCCC1 | -3 | -6
Cc1cccc(NC(=O)CS(=O)(=O)c2cn(Cc3cccc(F)c3)c3ccccc23)c1 | 6 | -5
COc1ccc(-c2noc(C3CCCN3C(=O)Cc3ccsc3)n2)cc1 (stereo not drawn) | -3 | -2
COc1cc(C2C=C(c3ccc(Cl)cc3)Nc3ncnn32)cc(OC)c1OC (stereo not drawn) | 76* | 0
O=Cc1ccc(OCc2ccccc2F)cc1 | -7 | 1
O=C(NCCc1cn2ccccc2n1)c1ccc([N+](=O)[O-])cc1 | -13 | -2
Cc1c(C(=O)NC2CCCc3ccccc32)oc2ccc(S(=O)(=O)N3CCCC3)cc12 (stereo not drawn) | -1 | -35
CCCNC(=O)N1CCC(c2cnn(-c3ccccc3)c2)CC1 | -13 | -5
CCOCCCNC(=O)c1cc2cc(Br)cc(OC)c2oc1=O | -1 | -9
Cc1nc(NCCNS(=O)(=O)Cc2ccccc2)cc(-n2cccn2)n1 | -12 | -5
O=C1C2CC(Br)C(Br)CC2C(=O)N1c1ccc(O)cc1 (stereo not drawn) | -1 | 3
CCCCC(=O)N1CCc2c(c(-c3nc(-c4ccccc4)no3)nn2C)C1 | 3 | 2
COc1ccc(OC)c(/C=C2/SC(N3CCCC3)=NC2=O)c1 | 2 | -3
CCC[C@H]1[C@@H](OC(=O)N2CCN(c3ccccc3)CC2)CC[C@@]23CCCN2C(=O)CCC[C@@H]13 | 99* | -5
COc1nc2c(c(=O)n(C)c(=O)n2C)n1Cc1ccc(Cl)cc1Cl | 4 | 0
O=C(Nc1ccc(S(=O)(=O)Nc2cnc3ccccc3n2)cc1)c1ccc(Cl)cc1Cl | 12 | -3
COc1ccc(C2=NN(C(C)=O)c3nc4c(c(=O)n(C)c(=O)n4C)n3C2)cc1 | -5 | 3
COc1ccccc1CNc1ncnc2c1cnn2-c1ccc(Cl)cc1 | -2 | -2
CN(C(=O)CCC(=O)O)c1ccccc1C(=O)O | -4 | -7
O=C(Nc1ccccc1C(F)(F)F)c1noc2c1CCCC2 | 5 | -6
CC(NC(=O)C1CCCN(S(=O)(=O)N2CCCC2)C1)c1ccc2c(c1)OCCO2 (stereo not drawn) | -2 | -22
O=C(O)c1ccccc1-n1ncc2c([N+](=O)[O-])cc([N+](=O)[O-])cc21 | 9 | -1
COC(=O)c1ccc(OCC2c3cc(OC)c(OC)cc3CCN2C(C)=O)cc1 (stereo not drawn) | -1 | -6
CC(=O)N1CCN(c2nc3c(s2)CC(C(=O)NCC(C)C)CC3)CC1 (stereo not drawn) | 3 | -4
COc1cccc(N2CCN(C(=O)c3noc4c3CCCCC4)CC2)c1 | 2 | 0
CCc1ccc(C2=NC(C(C)C)NC(c3cc(Cl)ccc3O)C2)cc1 (stereo not drawn) | 22 | -2
CC1=C(C(=O)Nc2ccc(F)cc2F)C(c2ccccc2)C2=C(CCCC2=O)N1 (stereo not drawn) | -7 | -1
O=C(c1cnn2c1NC(c1ccco1)CC2C(F)(F)F)N1CCSCC1 (stereo not drawn) | -2 | 8
COC(=O)CSc1c(Cl)cncc1Cl | . | -5
CC(C)=CCNc1ncnc2nc[nH]c12 | -5 | .
FC(F)(F)c1cc(-c2ccccc2)nc(NCc2ccco2)n1 | -22 | -2
CCOc1ccc(NC(=O)C2CCCN(C(=O)c3cccc(C)c3)C2)cc1 (stereo not drawn) | 28 | -8
CCc1ccccc1NC(=O)c1ccc(F)c(S(=O)(=O)N2CCN(c3ccccn3)CC2)c1 | 46 | 2
O=C(Nc1ncc([N+](=O)[O-])s1)c1c2c(nn1C1CCS(=O)(=O)C1)CCC2 (stereo not drawn) | -7 | 28
CCc1cc(C2CCCN2C(=O)Nc2ccc(Br)cc2F)on1 (stereo not drawn) | -7 | 3
COc1ccccc1CNC(=O)c1nnn2c1COC(c1ccc(C)cc1)C2 (stereo not drawn) | 1 | 3
COc1ccccc1CC(=O)N1CCc2[nH]cnc2C12CCCCC2 | 38 | -6
Cc1ccccc1C(=O)Nc1cccc(N=Cc2cc(Cl)cc([N+](=O)[O-])c2O)c1 | 49 | 2
Cc1cc(O)cc(C)c1NS(=O)(=O)c1ccc([N+](=O)[O-])cc1 | 13 | -2

Six entries out of the list, sorted by count of non-hydrogen atoms, lowest first:
SMILES | mHTT CaM bind | Pf apPOL inh
COC(=O)CSc1c(Cl)cncc1Cl | . | -5
CC(C)=CCNc1ncnc2nc[nH]c12 | -5 | .
Cc1cc(O)cc(C)c1NS(=O)(=O)c1ccc([N+](=O)[O-])cc1 | 13 | -2
COc1ccccc1CC(=O)N1CCc2[nH]cnc2C12CCCCC2 | 38 | -6
O=C(c1cnn2c1NC(c1ccco1)CC2C(F)(F)F)N1CCSCC1 (stereo not drawn) | -2 | 8
CCOc1ccc(NC(=O)C2CCCN(C(=O)c3cccc(C)c3)C2)cc1 (stereo not drawn) | 28 | -8

(cont.)
SMILES | mHTT CaM bind | Pf apPOL inh
CCC(C)NC(=O)C1(C)CCC(=O)N1Cc1cccs1 (stereo not drawn) | -4 | -3
O=C1NC(=O)N(c2ccccc2)C(=O)/C1=C/c1ccn(-c2cccc([N+](=O)[O-])c2)c1 | -5 | -7
Cc1ccc(C(=O)N2CCN(c3nc(CN4CCCCC4)cs3)CC2)cc1C | 24 | 2
CN(CC(=O)Nc1nnc(SCc2cn3ccccc3n2)s1)S(C)(=O)=O | -11 | 5
Cc1ncc(CO)c2cc(C(=O)Nc3ccccc3Cl)c(=O)oc12 | 0 | -3
CC(C(=O)NCc1nc(-c2ccccc2)no1)n1nnc2ccccc2c1=O (stereo not drawn) | -6 | -1
CCC(=O)NCC(=O)N1N=C(c2cccs2)CC1c1ccccc1 (stereo not drawn) | 30 | 12
CCn1c(=N)n(CCOc2cccc(C)c2)c2ccccc21 | 5 | -6
Cc1ccc(C)c(N2CCN(C(=O)C3CCN(c4cncnc4N(C)C)CC3)CC2)c1 | 60* | 2
N#Cc1ccc(S(=O)(=O)N2CCc3c(nc4cc(-c5ccccc5)[nH]n4c3=O)C2)cc1 | 0 | -4
CN(C)C(CNC(=O)C1CCCCC1)c1ccsc1 (stereo not drawn) | -14 | 2
O=S(=O)(Nc1ccccc1Cl)c1ccc2nc(-c3ccccc3)[nH]c2c1 | 3 | 6
O=S(=O)(NCC1(c2ccc(F)cc2)CC1)c1ccc2c(c1)OCCO2 | -15 | -5
Cc1nn(C)c2ncc(C(=O)NCCC3=CCCCC3)c(NCc3ccccc3)c12 | -12 | 0
Cc1ccc(Cl)cc1NC(=O)N1CCC(c2nc3ccncc3n2C(C)C)C1 (stereo not drawn) | 13 | -7
CC(C)c1noc(-c2cccnc2N2CCCN(Cc3ccccc3F)CC2)n1 | -33 | -1
COc1cccc(-c2cc(C3CCN(C(=O)Nc4cc(OC)ccc4OC)CC3)[nH]n2)c1 | 46 | 0
O=C(Nc1cccnc1)c1ccc(Cl)cc1[N+](=O)[O-] | 0 | 0
Cc1ccc(F)cc1NC(=O)c1cc2cc(Cl)ccc2oc1=O | 8 | -5
CC[N+](C)(CC)CC(O)COC12CC3CC(CC(C3)C1)C2 (stereo not drawn) | -1 | -6
O=C(NCc1ccccc1)NCC12CC3CC(CC(C3)C1)C2 | -2 | -2
COc1ccc2cc3cc(C(=O)NCCCN(C)Cc4ccccc4)oc3nc2c1 | 9 | -1
CC1(C)CC(N)CC(C)(C)N1 | 1 | -7
Clc1ccc(OCCN2CCOCC2)c(Br)c1 | 0 | -6
O=C(NCC1OCCc2ccccc21)c1ccc(F)cc1 (stereo not drawn) | 0 | -3
Cc1onc(-c2ccccc2Cl)c1C(=O)N1CCC(C(N)=O)CC1 | 0 | -7
COc1ccc(C2=N/C(=C\c3ccc(C)o3)C(=O)O2)cc1 | -2 | 0
Cc1cc(N2C(=O)CSC2c2ccccc2F)ccc1Br (stereo not drawn) | -33 | -2
COCCN1C(=O)C2C(c3ccc(O)c(OC)c3)NN(C)C2C1=O (stereo not drawn) | 0 | -1
CC1CCCN(C(=O)C2CCN(CCc3cn(C)c4ncccc34)CC2)C1 (stereo not drawn) | 0 | 0
O=C(Cc1ccc(Cl)cc1)N1CCCC(COc2cccc(C(=O)N3CCCC3)c2)C1 (stereo not drawn) | -12 | -5
Cc1ccc(NC(=O)c2c(O)c3cccc4c3n(c2=O)CC4)cc1 | 5 | -9
Clc1nccc2c1ccc1ccccc12 | . | -6
COc1ccc(OC)c2[nH]c(=O)c(CCNC(=O)c3ccc(C)c(C)c3)cc12 | 28 | -6
O=c1oc2cc3occ(-c4ccc(Cl)cc4)c3cc2c2ccccc12 | 2 | 14
O=C(NCc1ccccc1F)C12CC3CC(C1)CC(n1cncn1)(C3)C2 | 0 | -11
CC(=O)C1=C(C)Nc2sc(C(=O)c3cccc([N+](=O)[O-])c3)c(N)c2C1c1ccco1 (stereo not drawn) | 49 | -17
O=S(=O)(N[C@@H](CO)Cc1ccccc1)c1ccc(Br)cc1F | -12 | 1

Screening data: PubChem BioAssay, University of Kansas High Throughput Screening Laboratory
